Neddyl block = inhibitors of human cullin neddylation. P61081+Q13564. TR-FRET cullin neddylation, biochemical. calls only at 25 µM. 0.58% of 360,000 active; in the data active means inhibition above about 36%
MT1-MMP act inh = inhibitors of human MT1-MMP activation; GFP/RFP ratio change, % at 20 µM; HT1080 RFP-PRO-GFP cells, GFP/RFP ratio fluorescence, overnight; percent of plate control window, DMSO zero; P50281; 0.061% of 360,000 active; AID 651647;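 active means GFP/RFP ratio change of at least 30% with cell ATP level not reduced by more than half and red fluorescence within 50% of control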; further: strong numbers were not always called active
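Assay system: HT1080 RFP-PRO-GFP cells | Dosing: 20 µM single dose, 1% DMSO | Incubation: Cells overnight before dosing, compound overnight, 37 °C, 5% CO2 | Evaluation: GFP/RFP fluorescence ratio | Control set: DMSO-only wells and HT1080 RFP-L50D-GFP cell wells as references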
Rin1-Abl PPI inh = blocks binding of human Rin1 to Abl; inhibition, % at 7.35 µM; TR-FRET Rin1/Abl binding, biochemical; 0.4% of 360,000 active; P00519+Q13671; AID 588664; in the data active means inhibition above about 5%, passing the limit was not always enough
E coli Lon inh = inhibitors of E. coli Lon protease; P0A9M0; purified E. coli Lon protease, fluorescence polarization; inhibition, % at 7.94 µM; 0.42% of 360,000 active; AID 602123; in the data active means inhibition above about 13%, passing the limit was not always enough;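 further: 0% = enzyme with probe and DMSO and 100% = no enzyme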
NRP1-CendR mod = NRP-1/CendR interaction modulation. O14786. FAM-RPARPAR peptide binding to NRP-1, fluorescence polarization. inhibition, % at 25 µM. 0.85% of 360,000 active. AID 602438;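 active means inhibition or corrected inhibition above about 18%, plus a signal ratio from 0.5 to 1.5, limit read from the data, passing the limit was not always enough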; further: strong numbers were not always called active
SKN-1 block = blocks SKN-1 activity in C. elegans; C. elegans VP596 Pgst-4::GFP/RFP ratio, acrylamide-induced, 24 h; inhibition, % at 21.8 µM; 0.49% of 360,000 active; AID 624304;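 active means interference check ratio from 0.5 to 1.5 plus GFP to RFP signal ratio inhibition reaching or exceeding a fixed threshold, cut at about 30% in these data, passing the limit was not always enough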; further: some compounds called inactive have numbers as strong as hits
MLLE-PAM2 inh = blocks PAM2 peptide binding to the PABP1 MLLE domain. GST-MLLE / FITC-PAM2 fluorescence polarization. inhibition, % at 20 µM. 0.36% of 360,000 active; in the data active means inhibition above about 35%, passing the limit was not always enough;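 further: plate controls were DMSO wells with GST-MLLE for no effect and wells lacking GST-MLLE protein for full effect; some results filed as inactive read as strong as hits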
Target sequence (P11940 whole entry, looked up, the tested form may be a part): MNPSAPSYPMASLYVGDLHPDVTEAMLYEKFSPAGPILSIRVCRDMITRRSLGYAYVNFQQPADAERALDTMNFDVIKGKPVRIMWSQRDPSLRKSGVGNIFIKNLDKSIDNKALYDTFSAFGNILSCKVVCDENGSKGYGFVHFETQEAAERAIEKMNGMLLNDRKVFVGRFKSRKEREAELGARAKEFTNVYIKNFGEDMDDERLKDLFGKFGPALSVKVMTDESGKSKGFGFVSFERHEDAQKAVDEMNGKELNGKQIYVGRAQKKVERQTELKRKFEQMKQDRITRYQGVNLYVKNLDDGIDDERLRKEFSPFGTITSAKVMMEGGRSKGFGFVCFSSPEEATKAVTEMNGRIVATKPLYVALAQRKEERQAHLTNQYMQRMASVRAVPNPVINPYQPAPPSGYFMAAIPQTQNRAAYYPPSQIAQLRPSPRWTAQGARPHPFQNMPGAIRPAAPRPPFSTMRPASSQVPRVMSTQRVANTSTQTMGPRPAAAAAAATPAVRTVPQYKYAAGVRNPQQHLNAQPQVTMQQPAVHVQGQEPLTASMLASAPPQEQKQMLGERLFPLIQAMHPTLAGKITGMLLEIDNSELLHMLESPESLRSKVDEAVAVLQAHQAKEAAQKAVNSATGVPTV
FAS-TE inh = FAS thioesterase (human) inhibition. P49327. recombinant FAS-TE, OMFH fluorogenic substrate, fluorescence endpoint. inhibition, % at 15 µM. 0.67% of 360,000 active. AID 602261;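 active means compounds whose normalised, plate-corrected inhibition of enzyme fluorescence in the single-dose primary screen is 50% or more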;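 further: 0% = DMSO with enzyme and 100% = substrate without enzyme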
bovine MsrA act = activators of bovine methionine sulfoxide reductase A | 0.3% of 360,000 active | activation, % at 10.6 µM | purified bovine MsrA, absorbance read-out; in the data active means activation above about 7.5%;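 further: 0% = vehicle and 100% = reference activator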
* hit, by the source's call; i = inactive; . = not tested or not shown; + = active, no number. Compounds were not picked by outcome (roughly 4% active in at least one column).

SMILES	Neddyl block	MT1-MMP act inh	Rin1-Abl PPI inh	E coli Lon inh	NRP1-CendR mod	SKN-1 block	MLLE-PAM2 inh	FAS-TE inh	bovine MsrA act
COc1ccccc1C(OC(=O)c1ccco1)C(=O)NCc1ccc(F)cc1 (stereo not drawn)	i	1.2	5.4	-0.4	3.4	-10.4	1.6	0.1	-1.1
CCC(CNc1cc(OC)cc2cccnc12)NC1CCCCC1 (stereo not drawn)	i	1.5	1.7	70.6	7.7	53.2	93.5	-3.2	4.8
COc1cc(-c2cnc3c(NC(C)=O)cc(-c4ccccc4CN(C)C)cn23)cc(OC)c1OC	.	2.3	-1.3	-6.4	1.3	11.5	-1.2	-0.9	-3.8
C/C(=N/NC(=O)c1cc(C2CC2)[nH]n1)c1cccs1	i	-3.3	0.3	1.6	-0.6	-10.5	-15.7	-7.8	-0.3
Cc1ccc2c(c1)N(CCC(=O)NCC1CCCO1)C(=O)CO2 (stereo not drawn)	i	-1.3	0.6	-3.5	-1.0	20.8	0.2	-6.8	-1.4
COc1ccccc1OCCNC(=O)c1cc(F)c(F)cc1Cl	i	3.9	5.9	-8.7	-3.3	10.5	7.8	-4.7	-4.4
CC1C(=O)CCN(C(C)(C)C)C1C (stereo not drawn)	i	-2.1	3.1	-8.5	9.5	2.6	0.2	-6.4	-4.1
CCOC(=O)C1CCN(C(=O)CSc2ccc(Br)cc2)CC1	i	1.2	2.7	-6.9	-3.0	-4.4	4.2	3.4	-2.8
COc1ccc(CSc2nnc(CNS(C)(=O)=O)o2)cc1	i	1.6	0.5	-4.5	-10.4	-1.4	-7.0	-8.2	-0.1
O=C(CN1N=C(c2ccccc2)CCC1=O)NCc1cccs1	i	0.7	0.3	7.8	5.3	-0.6	7.8	0.1	-7.4
CC(=O)C1=C(O)C(=O)N(c2ccc(S(=O)(=O)Nc3nccs3)cc2)C1c1ccc(F)cc1 (stereo not drawn)	i	-2.6	-2.4	0.1	-20.8	-0.4	18.6	-5.7	-3.6
O=C(c1ccco1)N1CCN(Cc2c(Cl)cccc2Cl)CC1	i	-2.7	0.5	4.0	-14.5	10.0	-2.6	3.7	-1.9
C/C(CC1CC(C)(C)OC1=O)=N\NC(N)=S (stereo not drawn)	i	3.2	1.5	3.7	11.1	-12.1	13.4	-8.4	-1.9
CCc1nc2c(OCCC3CCCCC3)cccn2c1N(C)C(=O)c1ccco1	i	-7.4	-5.6	-1.1	-9.3	4.1	12.6	-2.0	-3.3
C=CCNC(=S)NCc1ccccc1OC	i	-1.7	2.2	-12.3	7.5	-2.3	-53.3	-13.1	-3.8
O=C(N/C(=C\c1ccccc1)C(=O)N1CCOCC1)c1ccccc1Br	i	-5.9	2.7	0.0	6.0	0.0	-6.2	-7.8	-4.8
O=C(COc1ccc(Cl)c2cccnc12)N1CCOCC1	i	3.7	-0.2	-5.8	-10.9	-6.7	21.9	-6.8	-3.0
CCOC(=O)/C(=N\Nc1ccccc1Cl)N(C)C1CCS(=O)(=O)C1 (stereo not drawn)	i	-1.6	1.3	-12.7	1.9	9.3	20.4	2.8	-3.2
Clc1ccc(/C=N/Nc2nc(Cl)nc3ccccc23)cc1	i	-0.5	2.6	-27.2	-16.8	-20.2	0.6	0.5	-0.8
c1ccc2oc(NC3=NCN(C4CCCCC4)CN3)nc2c1	i	2.3	0.6	1.4	-4.6	-9.8	0.9	-1.9	-4.4
CCN(c1ccccc1)S(=O)(=O)c1ccc(C(=O)Nc2cccc(NC(C)=O)c2)cc1	i	3.0	1.2	-4.2	-1.2	4.5	-11.1	7.9	-2.6
Cc1cccc(-c2ccc3c(c2)C2CC3CCN2)c1 (stereo not drawn)	i	-0.6	1.3	-7.2	-4.3	1.2	2.4	-9.7	1.2
CC(C)n1nnnc1SCC(=O)Nc1ccccc1N1CCOCC1	i	-7.0	0.7	-5.0	7.8	-2.4	5.7	-3.0	-2.2
O=C(N/N=C/c1cccnc1)c1cc(C2CC2)nc2ccccc12	i	-1.7	-0.9	2.6	15.3	-10.2	14.8	-4.1	-0.9
N#Cc1c(N)nc2c(c1-c1cccnc1)CCCCC2	i	-7.4	-1.6	-9.4	-0.1	3.7	-0.2	-6.7	-1.5
c1ccc(-c2c[nH]c(-c3ccccc3)c2)cc1	i	2.6	0.9	-6.9	4.1	30.8	-18.5	14.3	-3.2
CN(C)S(=O)(=O)c1cccc(C(=O)Nc2cccnc2)c1	i	2.8	0.6	0.6	-4.2	-2.9	0.2	-2.3	-5.6
O=c1c2ccccc2sn1-c1ccc(S(=O)(=O)N2CCCCC2)cc1	i	8.2	0.6	-7.2	6.0	11.8	10.6	-13.4	-1.8
COc1ccc2nc(NC(=O)c3ccccc3O)sc2c1	.	3.7	-0.5	-0.1	3.1	22.9	17.0	-2.9	-7.4
CC[C@]12c3[nH]c4ccccc4c3CCN1C(=O)C(CC(=O)NCCc1ccccn1)C[C@@H]2C(=O)N1CCN(C(=O)c2ccco2)CC1 (stereo partly drawn)	i	-4.3	0.7	-9.9	3.7	6.3	-5.1	0.0	-7.7

The closing three compounds of the section above lead into the next.
SMILES	Neddyl block	MT1-MMP act inh	Rin1-Abl PPI inh	E coli Lon inh	NRP1-CendR mod	SKN-1 block	MLLE-PAM2 inh	FAS-TE inh	bovine MsrA act
O=c1c2ccccc2sn1-c1ccc(S(=O)(=O)N2CCCCC2)cc1	i	8.2	0.6	-7.2	6.0	11.8	10.6	-13.4	-1.8
COc1ccc2nc(NC(=O)c3ccccc3O)sc2c1	.	3.7	-0.5	-0.1	3.1	22.9	17.0	-2.9	-7.4
CC[C@]12c3[nH]c4ccccc4c3CCN1C(=O)C(CC(=O)NCCc1ccccn1)C[C@@H]2C(=O)N1CCN(C(=O)c2ccco2)CC1 (stereo partly drawn)	i	-4.3	0.7	-9.9	3.7	6.3	-5.1	0.0	-7.7
Cc1ccc(NC(=O)CCC(=O)OCC(=O)c2ccc(Oc3ccc([N+](=O)[O-])cc3)cc2)cc1C	i	-1.6	0.7	4.5	-3.6	1.3	1.7	16.8	5.1
CSc1ccc(CN(C)C(=O)c2cc(=O)[nH]c3ccccc23)cc1	i	-1.3	-2.9	3.1	5.9	-6.4	-8.1	-0.2	-3.2
CC(C)[C@H](NC(=O)c1ccccc1Cl)C(=O)OCc1cc(=O)n2cc(Br)ccc2n1	i	1.2	-5.4	-3.1	-2.3	-6.3	8.7	-6.6	-3.6
CCn1cc(CN2CCCC(CO)(Cc3ccc(F)cc3)C2)c2ccccc21 (stereo not drawn)	i	-0.3	-1.6	-1.4	9.3	26.2	-6.2	6.8	-1.1
CCOc1ccc(CCN2C(=S)N([C@@H](CC(C)C)CN3CCC[C@@H]3CN3C(=S)NC[C@@H]3CC(C)C)C[C@@H]2CC(C)C)cc1	i	2.2	6.1	-7.0	8.7	1.1	10.1	-104.3	0.1
COc1ccc(/C(C)=N\Nc2nc(-c3ccccc3)cc(=O)[nH]2)cc1	+	-0.6	-1.4	-14.6	2.6	1.0	-3.2	-14.1	-0.8
COc1ccc(NC(=O)N(C)C[C@H]2Oc3c(NC(=O)Cc4ccccc4)cccc3C(=O)N([C@H](C)CO)C[C@@H]2C)cc1	i	-4.3	0.7	-2.3	-1.6	9.2	6.2	-5.0	0.4
Cc1cc(C(=O)CSc2nnc(-c3ccco3)o2)c(C)n1-c1ccc2c(c1)OCCO2	i	-1.2	-2.4	-6.8	-7.5	5.8	-34.8	16.3	-1.5
CCCC(=O)Nc1ccc(S(=O)(=O)Nc2cc(C)nc(C)n2)cc1	i	3.4	-0.1	-6.7	-2.2	4.7	-11.5	-7.8	1.8
CCOC(=O)c1cnn(-c2ccccc2)c1NC(=O)CSc1nnc(-c2cccs2)n1CC	i	0.6	4.2	-2.9	-4.0	-11.4	-6.3	-4.8	1.2
Cc1ccc2[nH]c(O)c(N=NC(=O)CCc3ccccc3)c2c1Br	i	0.8	-3.8	-0.9	1.4	-2.1	1.9	8.1	-2.8
Cc1ccc(C)c(N(C(=O)c2snc(C(N)=O)c2N)C(C(=O)NCC2CCCO2)c2cccs2)c1 (stereo not drawn)	.	-2.4	0.3	-2.7	1.8	6.8	-0.4	4.6	-0.8
O=C(Nc1ccccn1)c1ccc(S(=O)(=O)c2ccc(Cl)cc2)cc1	i	-0.9	-2.0	-1.8	3.1	-8.6	8.9	12.9	-4.5
CC1(C)CC(=O)C(=Cc2cn(-c3ccccc3)nc2-c2ccccc2)C(=O)C1	i	-1.8	-4.3	-3.5	-8.6	-12.2	39.8	-5.9	-2.3
Cc1ccc(C)c(NS(=O)(=O)c2ccc(NC(=O)CSc3ccc(Cl)cc3)cc2)c1	i	1.1	-0.2	6.5	4.2	11.0	5.1	11.9	5.6
CC1(C(=O)NS(=O)(=O)c2ccc3c(c2)CCO3)CCN1C(=O)C1(c2ccc(Cl)cc2)CC1 (stereo not drawn)	i	-0.2	-2.5	-5.8	-2.6	-3.5	-0.1	-6.6	0.5
CCN(CC)c1ccc(/C=N/n2c(C)cc(C)cc2=O)cc1	i	-0.4	-2.2	-2.6	-3.3	4.7	-3.9	-6.3	-6.3
Cc1cccc(NCc2ccc(O)c3ncccc23)c1	i	-19.7	4.0	-9.2	12.8	7.1	30.5	-1.8	-1.2
CC(=O)C1=C(C)N2CCN=C2S1	i	-0.8	-2.6	-7.6	3.7	-5.6	14.3	-8.8	-6.7
Fc1ccc(C(c2nnnn2Cc2cccs2)N2CCN(C3CCCC3)CC2)cc1 (stereo not drawn)	i	-0.3	1.6	-1.7	-2.1	-10.1	6.2	-2.9	-1.7
CC(C)(C)c1ccc(CC(=O)N2CCC2(C)C(=O)NCc2cccs2)cc1 (stereo not drawn)	i	4.1	0.2	-0.6	-11.1	-0.8	-14.3	5.4	-1.4
S=c1[nH]nc(-c2ccncc2)n1/N=C/C=C/c1ccccc1	i	-9.3	-4.2	-0.4	2.0	1.6	-24.5	-4.1	1.7
COc1cccc2cc(C(=O)NCCN3CCOCC3)oc12	+	0.5	2.9	-2.9	8.3	9.6	14.1	-4.1	-0.8
c1cc(CNc2ccc3c(c2)OCCO3)ccn1	i	2.9	1.7	-4.8	2.9	-1.5	-15.5	-5.3	-11.2
CCCc1c(C(=O)NNc2ccc(C)cc2)cnn1-c1ccccc1	i	3.1	0.3	6.3	1.2	-3.1	-0.9	4.0	-1.8
COCCNC(=O)c1ccc(NC(C)=O)cc1	i	1.1	0.1	-14.4	16.9	-21.9	1.8	-8.1	-7.3
CCCN(CC(=O)Nc1ccccc1C)C(=O)c1ccc2[nH]c3c(c2c1)CC(C)CC3 (stereo not drawn)	i	1.2	4.3	0.1	6.2	4.6	-8.6	19.2	17.2*
CCCCOCCOC(=O)C1OC1(C)c1ccccc1 (stereo not drawn)	i	2.8	1.2	-1.1	6.7	6.6	16.7	-2.8	-1.6
CCOC(=O)C1CCN(c2nnc(N3CCCC3=O)s2)CC1	i	1.6	-0.1	-4.3	2.7	7.6	3.2	-5.8	-1.4
C=CCn1c(SCC(=O)c2c(N)n(C)c(=O)n(C)c2=O)nc2sc(C)c(C)c2c1=O	i	.	2.1	11.4	-0.9	3.1	-31.6	-1.4	0.1
Cn1c(N)c(C(=O)COC(=O)c2cc3ccccc3cc2O)c(=O)n(C)c1=O	i	-3.9	3.5	-3.2	14.1	-5.7	8.8	-7.1	-1.3
COCCn1c(=O)[nH]c2cc(C(=O)N3CCN(c4cccc(Cl)c4)CC3)ccc2c1=O	i	-2.6	0.3	-6.0	5.3	9.3	-13.7	0.6	-2.7
CCOC(=O)c1c(/N=C/N(C)C)sc(C)c1C	i	-0.5	3.0	3.0	-7.9	-8.3	15.0	-8.1	2.9
O=C(c1ccccc1N(Cc1ccccc1)S(=O)(=O)c1ccccc1)N1CCOCC1	i	-6.7	1.1	2.8	-0.5	-1.2	-30.6	-2.2	-2.6

Source: PubChem BioAssay (several laboratories)
